Compound activity (PubChem BioAssay)
human PMI inhibition: inhibitors of human PMI, primary screen, biochemical, fluorescence intensity, coupled assay (AID 1209); hit rate 0.42% among 190,000; one-dose inhibition, % at 20 µM; IC50 in µM for titrated hits; Mannose-6-phosphate isomerase (Homo sapiens); purified PMI enzyme, coupled fluorescence intensity; higher % means a stronger effect;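 also: plate controls were DMSO vehicle for no effect and wells lacking substrate for full effect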
Salmonella PhoP GFP: inhibitors of PhoP regulon expression, primary screen, Salmonella Typhimurium, GFP reporter (AID 1863); hit rate 0.16% among 300,000; inhibition, % at 50 µM; hits with a dose series show IC50 in µM; S. Typhimurium PhoP-regulated promoter GFP reporter, 4 h; higher % means a stronger effect;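 active = inhibition over 29.93%, a cutoff 3 SD above the screen mean, later confirmed by dose response; inconclusive = inhibition over 29.93% but no dose response follow-up; inactive = inhibition at most 29.93% or unconfirmed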;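 also: 0% = low Mg2+ inducing control and 100% = high Mg2+ repressing control; strong numbers were not always called active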
SV40 large T antigen: SV40 large T antigen inhibitors, biochemical (AID 1903). SV40 large T antigen ATPase/helicase inhibition assay; higher % means a stronger effect. inhibition, % at 20 µM, or IC50 in µM where a hit was titrated. hit rate 0.39% among 310,000; in the data active = a potency from the dose series; inconclusive = inhibition mostly from about 32% at the one dose, without a potency; inactive = the rest, 99 in 100 with inhibition below about 32%; also: strong numbers were not always called active
Insulin prom up: insulin promoter activators in MIN6 cells, imaging, high-content screening, mouse beta cells. MIN6 insulin promoter-GFP reporter; stronger effect = higher value. z-score at 5 µM. AID 1625, 2009. hit rate 0.3% among 190,000;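 active = z-score above 3 at 5 µM with at least 500 cells counted in the well; inconclusive = wells under 500 cells, flagged as cytotoxic or low count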
TNAP activators: human TNAP enzyme activators, primary screen, biochemical, luminescent, no phosphate acceptor, uHTS (AID 1001). activation fold at 20 µM, or EC50 in µM where a hit was titrated. Alkaline phosphatase, tissue-nonspecific isozyme (Homo sapiens). hit rate 0.03% among 200,000. purified TNAP, luminescent activation assay, no phosphate acceptor; higher activation fold means a stronger effect; in the data active = activation fold from about 3, or a potency from the dose series; inactive = the rest, 99 in 100 with activation fold below about 1.6; also: many of its hits are not listed in these tables
West Nile virus CPE: West Nile virus antiviral activity, cell-based, CPE readout (AID 1621) | West Nile virus-infected cells, CPE inhibition; higher % means a stronger effect | CPE inhibition, % at 10 µM; hits with a dose series show IC50 in µM | hit rate 0.02% among 290,000; in the data active = a potency from the dose series; inconclusive = CPE inhibition mostly from about 3.7% at the one dose, without a potency; inactive = the rest, 99 in 100 with CPE inhibition below about 2.2%; also: strong numbers were not always called active
CSM14.1 death rescue: rescue of cells from ER stress-induced death, primary screen, 384-well, CSM14.1, thapsigargin, ATP luminescence (AID 1222) | 190,000 tested, under 10 active | CSM14.1 thapsigargin-induced death rescue, ATP luminescence; higher % means a stronger effect | cellular ATP content (survival), % at 20 µM; hits with a dose series show EC50 in µM;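 active = EC50 below 50 µM in the dose-response confirmation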;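 also: death triggered by thapsigargin at about 15 µM added after 2 h compound pretreatment; cell ATP read after overnight thapsigargin exposure of roughly 18 to 22 hours; normalized against plate controls of thapsigargin alone and 5% DMSO vehicle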
PMI inhibition: human PMI inhibitors, high substrate, primary screen, biochemical, fluorescence intensity, high mannose 6-phosphate (AID 1220); Mannose-6-phosphate isomerase (Homo sapiens); recombinant PMI enzyme, coupled fluorescence intensity; higher % means a stronger effect; inhibition, % at 20 µM, or IC50 in µM where a hit was titrated; hit rate 0.66% among 190,000
RSV antiviral HEp-2: RSV antiviral activity via CPE protection, HEp-2 cells, primary 10 µM value included (AID 2391); HEp-2 cells, RSV-induced CPE inhibition; higher % means a stronger effect; hit rate 0.13% among 310,000; CPE inhibition, % at 10 µM; hits with a dose series show IC50 in µM; in the data active = a potency from the dose series; inconclusive = CPE inhibition mostly from about 23% at the one dose, without a potency; inactive = the rest, 99 in 100 with CPE inhibition below about 21%; also: strong numbers were not always called active
Insulin prom up cell count: further read-out of Insulin prom up, marked with its call; cell count; measured here: cytotoxicity, nuclei count;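 total cells summed across four imaged fields per well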
* = called active by the depositor; u = inconclusive; x = not tested or not shown. Rule as the data show it, unless noted: active = inhibition above about 50%; inactive = the rest.

SMILES	human PMI inhibition	Salmonella PhoP GFP	SV40 large T antigen	Insulin prom up	Insulin prom up cell count	TNAP activators	West Nile virus CPE	CSM14.1 death rescue	PMI inhibition	RSV antiviral HEp-2
CC(=O)SC1CC(=O)N(c2ccc(C(C)(C)C)cc2)C1=O (centres undefined)	x	-2%	13%	-0.5	1095	x	-0.4%	x	x	0.1%
C/C(=N\NC(=O)c1cc(-c2ccccc2C)nc2ccccc12)c1cccnc1	x	16%	5%	x	x	x	-1.2%	x	x	0.7%
COC(=O)c1c(C)nc(C)c2c(=O)oc3ccccc3c12	0%	5%	16%	x	x	1.2	0.8%	0.4%	-4%	4.4%
CC(=O)O[C@]1(C(C)=O)CC[C@H]2[C@@H]3C=C(Cl)C4=CC(=O)CC[C@]4(C)[C@H]3CC[C@@]21C	0%	-1%	16%	x	x	1.1	0.5%	0.1%	8%	4.7%
Cc1ccc(S(=O)(=O)N/N=C/c2ccccc2F)cc1[N+](=O)[O-]	x	-4%	10%	x	x	x	0.0%	x	x	0.1%
CCCSc1oc(-c2ccco2)nc1S(=O)(=O)c1ccc(C)cc1	x	-1%	7%	x	x	x	-0.2%	x	x	u
CCc1nnc(NC(=O)c2cccnc2)s1	-3%	-3%	10%	x	x	1	0.2%	-1.1%	-4%	0.7%
CCN(CC)S(=O)(=O)c1ccc(C)c(NC(=O)CSc2nc3ccccc3[nH]2)c1	15%	7%	9%	-0.2	1229	1.3	-1.6%	-4.6%	11%	22%
COc1cc(/C=C2\SC(=S)NC2=O)ccc1OS(=O)(=O)c1ccccc1	30%	-13%	u	0.4	1133	1	-1.0%	-1.4%	20%	15%
COc1ccc(OC)c(C2Nc3ccccc3NC3=C2C(=O)CC(C)(C)C3)c1 (centres undefined)	x	11%	13%	x	x	x	-0.6%	x	x	1.0%
CCCNC(=O)NC(=O)CSc1ncc(C(F)(F)F)cc1Cl	-14%	3%	-4%	0.91	1180	1.1	-0.2%	-0.3%	-1%	0.0%
CC1(C)Cc2ccccc2C(/C(=N\Nc2cccc(Cl)c2)C(N)=O)=N1	16%	-11%	7%	-0.58	1546	0.9	-0.9%	-1.1%	8%	15%
Fc1ccccc1NC(=S)N(CCN1CCCCC1)Cc1ccco1	1%	1%	0%	-0.27	1299	1.1	-1.2%	-1.2%	0%	-1.3%
C[C@H](NC(=O)[C@@H]1CSC2c3ccccc3C(=O)N21)C(=O)NCc1c(F)cccc1Cl (some centres undefined)	x	3%	7%	x	x	x	-0.1%	x	x	-1.1%
CN(CC(=O)Nc1c(Cl)cccc1Cl)C(=O)Cc1ccc(S(=O)(=O)N2CCOCC2)s1	x	6%	28%	x	x	x	0.3%	x	x	1.7%

Of the compounds above, two contain an aryl methoxy group:
SMILES	human PMI inhibition	Salmonella PhoP GFP	SV40 large T antigen	Insulin prom up	Insulin prom up cell count	TNAP activators	West Nile virus CPE	CSM14.1 death rescue	PMI inhibition	RSV antiviral HEp-2
COc1cc(/C=C2\SC(=S)NC2=O)ccc1OS(=O)(=O)c1ccccc1	30%	-13%	u	0.4	1133	1	-1.0%	-1.4%	20%	15%
COc1ccc(OC)c(C2Nc3ccccc3NC3=C2C(=O)CC(C)(C)C3)c1 (centres undefined)	x	11%	13%	x	x	x	-0.6%	x	x	1.0%

Next section:
SMILES	human PMI inhibition	Salmonella PhoP GFP	SV40 large T antigen	Insulin prom up	Insulin prom up cell count	TNAP activators	West Nile virus CPE	CSM14.1 death rescue	PMI inhibition	RSV antiviral HEp-2
N=c1c2c(-c3ccccc3)c(-c3ccccc3)n(Cc3ccco3)c2ncn1CCCn1ccnc1	-2%	16%	8%	u	x	2.7	u	-3.9%	9%	7.7%
O=C(O)c1ccccc1C(=O)Nc1ccc(S(=O)(=O)Nc2ccc(F)cc2)cc1	x	-5%	12%	x	x	x	0.6%	x	x	1.3%
O=C(COC(=O)c1ccccn1)NC12CC3CC(CC(C3)C1)C2	12%	-5%	16%	0.68	715	1	-0.1%	7.0%	8%	-0.3%
CN(C)S(=O)(=O)c1cccc(NS(=O)(=O)c2ccc(Cl)s2)c1	-4%	2%	7%	0.48	1334	1.1	0.0%	-1.7%	-1%	1.7%
C/C(Cc1ccccc1)=N\NC(=O)CCCCCC(=O)N/N=C(\C)Cc1ccccc1	-3%	-11%	5%	x	x	1.1	0.0%	0.3%	-10%	1.5%
COCc1cc(NCc2ccc(Cl)cc2)nc(C)n1	x	5%	10%	x	x	x	0.1%	x	x	7.9%
COc1ccc(N(CC(=O)NC2CCCC2)C(=O)Cn2nnc(-c3ccc(F)cc3)n2)cc1	x	-3%	10%	x	x	x	-0.6%	x	x	0.3%
N/C(=N\NC(=O)c1sccc1OCc1ccc(Cl)cc1Cl)c1ccccn1	-22%	5%	9%	0.49	1625	1.3	u	-1.9%	-29%	-2.0%
C[C@H]1C=C(C(=O)O)O[C@@H](OCc2ccc(CO)cc2)C1	x	-6%	10%	x	x	x	0.5%	x	x	-0.8%
O=C(Nc1ccc2c(c1)C(=O)N(c1ccccc1)C2=O)c1cccs1	11%	4%	2%	0.27	1502	1.1	0.5%	1.0%	12%	3.4%
CC(NC(=O)CSc1nc(=O)cc(N)n1-c1ccccc1)c1ccccc1 (centres undefined)	-9%	-1%	11%	-0.03	1221	1.2	0.1%	-5.5%	-6%	-0.3%
O=C(O)[C@H]1CCCC[C@H]1C(=O)Nc1ccc(S(=O)(=O)N2CCOCC2)cc1	x	8%	-5%	x	x	x	0.0%	x	x	0.1%
O=C(COC(=O)c1ccc(F)cc1F)NC1CC1	7%	-13%	8%	0.14	987	1.1	0.6%	-0.4%	10%	1.1%
Cc1ccc(Nc2nc(N)nc(CSc3nnnn3-c3ccccc3)n2)cc1	1%	3%	0%	-0.63	1320	1.1	-0.3%	-3.2%	-3%	-0.2%
Cc1ccc(C(=O)OCC(=O)NCc2cccs2)c(C)c1	-2%	-4%	-5%	0.32	1256	1.1	0.2%	-1.1%	-1%	0.5%
Cc1ccsc1C(=O)OCC(=O)Nc1ccc(Cl)cc1C(F)(F)F	1%	-2%	3%	-0.05	1338	1.1	-0.3%	0.5%	1%	4.9%
Cc1nnc(SCC(=O)NC(=O)NC(C)(C)C)s1	-10%	-10%	5%	-0.27	1277	0.9	0.0%	0.2%	-11%	1.1%
CN(C)S(=O)(=O)Nc1ccccc1C(N)=O	3%	1%	7%	-0.47	1247	1.1	0.9%	-1.6%	2%	1.1%
COC(=O)N/N=C/c1cc(Cl)c(OCc2ccccc2F)c(OC)c1	x	0%	11%	0.16	1029	x	-0.3%	x	x	4.7%
Cc1ccc(Cl)cc1NC(=O)CCC(=O)Nc1cc(Cl)ccc1C	-2%	-1%	9%	0.11	856	1.1	0.4%	-1.4%	-9%	2.1%
CCOC(=O)C1(CC2CCCCO2)CCN(C(=O)Nc2cccc(SC)c2)CC1 (centres undefined)	17%	-6%	8%	-0.73	1508	1.3	-1.0%	2.0%	20%	4.4%
CC(C)(C)NC(=O)CC(CC(=O)O)c1ccccc1 (centres undefined)	17%	2%	0%	0.1	2011	1.1	0.2%	-2.7%	18%	0.9%
COc1ccc(N(Cc2cc3ccc(C)cc3[nH]c2=O)C(=O)c2ccco2)cc1	-4%	-7%	5%	x	x	1.1	0.0%	1.2%	1%	2.3%
O=C(Cc1ccccc1)Nc1ccccc1C(=O)Nc1ccc(C(=O)O)cc1	-20%	-9%	15%	-0.33	1149	1.1	0.2%	1.7%	-16%	-1.7%
CCOC(=O)Cn1c(=O)oc2cc(S(=O)(=O)Nc3c(C)cc(C)cc3C)ccc21	6%	-1%	12%	-0.64	898	1.1	0.2%	1.1%	6%	1.5%
O=C1CSCC(=O)N1c1ncc(C(F)(F)F)cc1Cl	x	-1%	9%	0.19	1140	x	0.0%	x	x	2.8%
Cc1ccc(N2CCN(C(=O)c3cc(-c4ccc(F)cc4)[nH]c3C)CC2C)cc1 (centres undefined)	x	-1%	5%	x	x	x	-1.2%	x	x	u
Cc1ccc(C(=O)N2CCN(c3ncccn3)CC2)cc1S(=O)(=O)N1CCCCC1	20%	4%	8%	0.19	1311	0.9	1.1%	0.8%	32%	2.2%
O=C(CCC(=O)c1ccc(-c2ccccc2)cc1)Nc1cccnc1	x	-4%	9%	-0.08	1019	x	-0.1%	x	x	8.0%
Cc1nc2cc(-c3ccc(F)cc3)nn2c(N2CCOCC2)c1C	6%	x	x	-0.09	1186	1.2	x	-1.4%	1%	x
CC1CCc2ccccc2N1C(=N)N(C)C (centres undefined)	11%	-3%	1%	-0.09	1531	1	0.1%	0.2%	9%	0.3%
Cc1cc(-c2ccc(C)c(S(=O)(=O)NCC3CCN(Cc4ccccc4F)CC3)c2)on1	x	5%	11%	x	x	x	-0.8%	x	x	-0.8%
CCN(CC)c1nc2c3c(nc4c(c3c1C#N)CC(=O)N4c1ccc(Cl)cc1)NC(C)=N2	33%	-2%	25%	1	1460	1	0.7%	6.9%	28%	2.2%

Single records, as listed above:
CCOC(=O)Cn1c(=O)oc2cc(S(=O)(=O)Nc3c(C)cc(C)cc3C)ccc21 in the list: human PMI inhibition = 6%; Salmonella PhoP GFP = -1%; SV40 large T antigen = 12%; Insulin prom up = -0.64; Insulin prom up cell count = 898; TNAP activators = 1.1; West Nile virus CPE = 0.2%; CSM14.1 death rescue = 1.1%; PMI inhibition = 6%; RSV antiviral HEp-2 = 1.5%
CC(C)(C)NC(=O)CC(CC(=O)O)c1ccccc1 (centres undefined) in the list: human PMI inhibition = 17%; Salmonella PhoP GFP = 2%; SV40 large T antigen = 0%; Insulin prom up = 0.1; Insulin prom up cell count = 2011; TNAP activators = 1.1; West Nile virus CPE = 0.2%; CSM14.1 death rescue = -2.7%; PMI inhibition = 18%; RSV antiviral HEp-2 = 0.9%
